OX1R antag – antagonists of human orexin 1 receptor (OX1R). Orexin/Hypocretin receptor type 1 (Homo sapiens), O43613. OX1R-expressing cells, FRET antagonist read-out. inhibition, % at 6.6 µM. actives 1.8% (n = 330,000). AID 485270, 2010; in the data active = inhibition mostly above about 38%, no sharp cut-off; inactive = mostly below about 40%;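 note: 0% = agonist challenge alone and 100% = reference antagonist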
Target sequence (O43613 whole entry, looked up): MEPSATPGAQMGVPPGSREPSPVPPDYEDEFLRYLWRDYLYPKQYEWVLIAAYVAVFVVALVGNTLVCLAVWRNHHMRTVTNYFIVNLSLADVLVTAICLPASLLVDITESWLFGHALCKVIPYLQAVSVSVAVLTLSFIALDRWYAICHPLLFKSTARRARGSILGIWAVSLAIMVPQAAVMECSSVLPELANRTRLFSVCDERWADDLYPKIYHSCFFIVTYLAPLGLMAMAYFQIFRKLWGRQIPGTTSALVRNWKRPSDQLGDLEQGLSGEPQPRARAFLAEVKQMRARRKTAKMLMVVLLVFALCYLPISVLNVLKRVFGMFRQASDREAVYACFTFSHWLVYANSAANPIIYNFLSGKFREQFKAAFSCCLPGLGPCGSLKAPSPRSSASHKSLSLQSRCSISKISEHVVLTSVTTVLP
STK33 kinase inh – inhibitors of purified STK33 kinase, primary screen, biochemical, ADP-Glo luminescence, homogeneous, cell-free; Serine/threonine-protein kinase 33 (Homo sapiens), Q9BYT3; MBP phosphorylation; inhibition, % at 10 µM; actives 0.073% (n = 320,000);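 active = inhibition at or above 25%, using the most active replicate where run in duplicate; inactive = inhibition below 25%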
Target sequence (Q9BYT3 whole entry, looked up): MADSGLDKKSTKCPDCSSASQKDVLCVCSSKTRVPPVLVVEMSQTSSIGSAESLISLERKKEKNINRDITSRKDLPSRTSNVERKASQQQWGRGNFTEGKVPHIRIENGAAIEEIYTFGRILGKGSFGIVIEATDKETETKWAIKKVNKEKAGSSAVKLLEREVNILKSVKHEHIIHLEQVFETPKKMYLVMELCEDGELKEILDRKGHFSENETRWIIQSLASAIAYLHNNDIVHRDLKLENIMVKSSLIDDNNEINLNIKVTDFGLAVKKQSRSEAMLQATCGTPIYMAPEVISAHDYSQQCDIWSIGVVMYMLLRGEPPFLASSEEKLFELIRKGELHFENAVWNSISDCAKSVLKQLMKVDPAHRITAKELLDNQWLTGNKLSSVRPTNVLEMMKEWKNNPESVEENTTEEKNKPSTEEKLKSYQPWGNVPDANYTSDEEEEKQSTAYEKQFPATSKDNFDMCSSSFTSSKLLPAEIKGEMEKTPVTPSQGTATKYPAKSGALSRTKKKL
An asterisk follows results filed as active; x = no result given.

SMILES	OX1R antag	STK33 kinase inh
CC1=C(C#N)C(=O)N(C2CCS(=O)(=O)C2)C(=O)/C1=C\c1ccco1 (stereo unspecified)	13	4.4
COc1ccc(CCNC(=O)C(=O)NCC2CCCN2S(=O)(=O)c2cccs2)cc1 (stereo unspecified)	9	-1.7
CC1(C)Oc2cc3oc(-c4cc(O)cc(O)c4)cc3cc2CC1O (stereo unspecified)	29	-0.5
Cn1ncc2c(Nc3ccc(Cl)cc3)ncnc21	6	0.0
Cc1ccc(-c2nnn(CC(=O)N(Cc3cccs3)C(C(=O)NC(C)(C)C)c3ccco3)n2)o1 (stereo unspecified)	20	2.2
CC(=O)Nc1nnc(C2=COCCO2)o1	10	-3.0
CC1(C)Cc2c(cnn2-c2ccccc2)C(=O)/C1=N\NC(=O)c1ccccc1N	13	0.4
O=C(Nc1cccnc1)c1cc(-c2ccccc2O)on1	7	-0.4
C[C@]12c3[nH]c4cc(-c5ccco5)ccc4c3CCN1C(=O)[C@@H](CC(=O)NCCCn1ccnc1)C[C@@H]2C(=O)N1CCCCC1	2	x
O=C(NC1CCS(=O)(=O)C1)C1CCCC1 (stereo unspecified)	20	0.5
O=C(O)C12CC3CC(C1)CC(n1ncc(N4CCN(c5ccccc5)CC4)c(Cl)c1=O)(C3)C2	37	-1.6
CCOc1ccc(N(C(=O)CNC(=O)c2ccco2)C(C(=O)NC2CCCC2)c2ccco2)cc1 (stereo unspecified)	34	-0.7
COC(=O)c1ccccc1Oc1ccc(NC(=O)c2ccco2)cc1	7	-2.8
CS(=O)(=O)N1CCC(C(=O)Nc2cccc(F)c2)CC1	3	0.0
COc1ccc(/C=N/Nc2nc(-c3cccnc3)nc3ccccc23)cc1OC	24	3.2
CCCOc1ccc(NC(=O)c2cc3cc(C)ccc3[nH]2)cc1	-1	-0.7
Cc1ccc(/C=C2/SC(=S)N(CC(=O)Nc3ncc(Cc4ccc(C)cc4)s3)C2=O)cc1	15	0.3
CCC(COC)NC(=O)CCc1nnc(Cc2c[nH]c3ccccc23)o1 (stereo unspecified)	11	-1.7
CC1CCC(=NNC(=O)Cc2ccccc2)CC1 (stereo unspecified)	4	-0.7
O=c1c2ccccc2nnn1CSc1nc2ccccc2c(=O)n1Cc1ccco1	22	-2.1
Cc1cccc(-n2ncc3c2CCCC3NC(=O)CN2CCOC2=O)c1C (stereo unspecified)	15	-0.7
CC(O)Cn1cnc2c1c(=O)n(C)c(=O)n2C (stereo unspecified)	14	-0.9
Cc1nnc(NC(=O)CSc2nc(C(C)C)nc3ccccc23)s1	7	-3.9
CN1CCN(S(=O)(=O)c2ccc(=O)[nH]c2)CC1	0	-2.0
NC(=O)c1c(-c2cccs2)csc1N	30	12
CCc1ccccc1NC(=O)Cc1cn(C)c2ccccc12	12	0.5
O=C(Nc1ccc(S(=O)(=O)Nc2ccccc2)cc1)C1CC1	x	0.4
Cc1ccc(-n2c(C)cc(/C=N/Nc3ccc([N+](=O)[O-])cn3)c2C)c(C)c1	16	0.3
CC(C)(Cc1nc2ccccc2[nH]1)C(=O)O	5	-3.0
Cc1nc2ccccc2n1CCCOc1ccccc1	18	-0.2
COc1cc(/C=C2/SC(=S)N(CC(=O)Nc3cccnc3)C2=O)cc(OC)c1OC	19	-1.5
COc1ccc(OCC(=O)Nc2cccc(-c3nc4ccccc4o3)c2)cc1	11	-0.1
COc1ccc(S(=O)(=O)N(C)CC(=O)Nc2c(F)cccc2F)cc1	15	-0.4
COc1ccc(Nc2nc3ccccc3n3nnnc23)cc1	8	-0.7
CCC(C)NC(=S)N1CCN(C)CC1 (stereo unspecified)	15	-0.3
Cc1ccc(C)c(S(=O)(=O)Nc2nc(C)c(C(=O)Nc3ccccc3)s2)c1	6	-0.9

Profiles from above. Values in the order: OX1R antag	STK33 kinase inh
Profile of CC(C)(Cc1nc2ccccc2[nH]1)C(=O)O : 5	-3.0
Profile of COc1ccc(OCC(=O)Nc2cccc(-c3nc4ccccc4o3)c2)cc1 : 11	-0.1

(list continues)
SMILES	OX1R antag	STK33 kinase inh
CCOC(=O)c1ccc(NC(=O)N2CC(C)OC(C)C2)cc1 (stereo unspecified)	11	-1.1
CCOc1cc(N2CCOCC2)c(OCC)cc1NC(=O)c1ccc(OC)c(S(=O)(=O)N2CCOCC2)c1	1	-0.7
O=C(Nc1ccsc1C(=O)O)c1ccccc1Cl	19	0.4
CCCC(=O)Nc1cc(C(F)(F)F)ccc1N1CCOCC1	25	-0.3
CC1C(=O)N(Cc2ccccc2)c2ccccc2N1C(=O)c1ccccc1 (stereo unspecified)	10	-0.9
CC1CC(C)CN(C(=O)c2ccc3c(c2)OCCO3)C1 (stereo unspecified)	4	-0.8
COc1ccc(N=C2CCCN2CC(N)=O)cc1	-1	x
Cc1cccc[n+]1CC(=O)Nc1cccc([N+](=O)[O-])c1	18	-1.7
Cc1ccc(/C(O)=C2\C(=O)C(=O)N(C)C2c2ccc(Br)cc2)cc1 (stereo unspecified)	10	-3.3
COc1ccccc1CNC(=O)CCS(=O)(=O)c1cccs1	16	1.1
S=C(NCCSCc1ccc(Cl)cc1)Nc1ccccc1	6	-0.5
CCN(Cc1ccccc1)C1CCN(Cc2ccc(SC)cc2)CC1	16	0.1
C/C(=C\c1ccccc1)C(=O)NCCc1ccccc1	6	-1.2
COc1ccc(S(=O)(=O)NCCc2cn3cccc(C)c3n2)cc1OC	4	-0.5
CC1(C(=O)NC2CCCCCCC2)CC1(Cl)Cl (stereo unspecified)	12	-0.9
Cc1nc2ccc(S(=O)(=O)NC(C(=O)NC3CCCC3)C(C)C)cc2s1 (stereo unspecified)	18	-0.6
COc1ccccc1NC(=S)NC1CCC(CC2CCC(NC(=S)Nc3ccccc3OC)CC2)CC1 (stereo unspecified)	19	-1.0
Cc1ccc(NS(=O)(=O)c2ccc(-c3csc(C)n3)s2)c(C)c1	12	0.8
CCC(C)Nc1nc2c(c(=O)n(C)c(=O)n2C)n1Cc1ccc(Cl)cc1 (stereo unspecified)	17	-1.2
O=C(Cn1nnc(-c2ccccc2)n1)NNC(=O)c1ccco1	9	-1.1
COc1ccccc1NC(=O)CN(c1ccc([N+](=O)[O-])cc1)S(=O)(=O)c1ccccc1	12	-1.3
Cn1ncc(Br)c1C(=O)NC1CCCCCC1	x	-1.2
COc1ccc(S(=O)(=O)N2CCCCCC2)cc1	6	-3.3
Cc1ccc(C(=O)CSc2cnc3ccccc3n2)cc1C	66*	-0.3
CCOC(=O)c1[nH]c(=O)[nH]c1CNc1ccccc1C#N	2	-1.6
CCOC(=O)C1=C(C)N=C2SC(C)C(=O)N2C1c1ccc(OC(C)=O)c(OCC)c1 (stereo unspecified)	17	-0.5
CC(=O)c1ccc(OCc2ncc(C(F)(F)F)cc2Cl)cc1	14	-0.7
OC1CCN(Cc2nc(Cc3ccccc3Cl)no2)CC1	15	-2.5
NC(=O)CC(NC(=O)c1ccccc1)c1ccc(NC2CCCCC2)c([N+](=O)[O-])c1 (stereo unspecified)	7	-0.1
O=c1nc(Nc2cccc(Cl)c2)oc2cc(Cl)oc(=O)c12	-7	-0.5
CCCN(CC(=O)Nc1cc(Cl)cc(Cl)c1)CC(=O)Nc1ccc(F)c(F)c1F	26	0.0
CCN(C[C@H]1N[C@@](Cc2ccccc2)(C(=O)OC)[C@H]2C(=O)N(C)C(=O)[C@@H]12)C(=O)Nc1ccc(C(F)(F)F)cc1	5	-1.8
COc1ccc(S(=O)(=O)Nc2ccc(CC#N)cc2)cc1	19	-1.1
c1ccc2c(c1)ncn2CCN1CCCCC1	26	-1.1
COC(=O)Nc1ccc2c(c1)N(C(=O)CCN1CCOCC1)c1ccccc1S2	10	-0.1
CCOC(=O)C(C(=O)OCC)N(C#N)c1nc(C)cc(C)n1	6	0.0
COc1ccc2[nH]c3c(c2c1)CCN1C(=O)C(CC(=O)NCc2ccc(OC)c(OC)c2)C[C@H](C(=O)N2CCOCC2)[C@@]31C (stereo partly specified)	3	x
OCC1(CCc2ccccc2)CCCN(C/C=C/c2ccccc2)C1 (stereo unspecified)	20	-0.5
CC(C)(C)c1ccc(Oc2ccc(NC(=O)c3ccco3)cn2)cc1	15	0.4
CCCCn1c(N)c(N(C)C(=O)c2ccccc2Oc2ccccc2)c(=O)[nH]c1=O	5	0.2
CCOC(=O)c1[nH]c(C)c(/C(O)=C2\C(=O)C(=O)N(CCCN3CCOCC3)C2c2cccs2)c1C (stereo unspecified)	6	-2.4
COc1ccc(CCNC(=O)C2CC(c3ccccc3F)=NO2)cc1 (stereo unspecified)	14	-1.1
Cn1ccc(NC(=O)c2ccc([N+](=O)[O-])cc2)n1	29*	0.0
CC(=NC(C)C)C1=C(O)C(C)OC1=O (stereo unspecified)	12	-3.8
CCNC(=O)Cc1ccc(Br)cc1	10	0.0
COc1ccc(OC)c2[nH]c(=O)c(CCNS(=O)(=O)c3ccc(F)cc3)cc12	12	-0.4
CCOc1cccc(N(C(=O)Cc2cccs2)C(C(=O)NC2CCCCC2)c2cccn2C)c1 (stereo unspecified)	26	1.1
Cc1cccc(C(=O)O)c1NC(=O)Cc1cccc2ccccc12	7	0.6
O=C(NCc1ccco1)c1ccc2nccnc2c1	34	1.6
COC(=O)CN1C(=O)[C@H]2[C@@H](c3ccc(C)o3)N3C(=O)CN(CC4CC4)C(=O)[C@@]3(Cc3ccccc3)[C@H]2C1=O	7	0.8
Cc1ccc(NC(=O)COc2ncnc3cc([N+](=O)[O-])ccc23)cc1S(=O)(=O)N1CCOCC1	15	-0.3
Nc1c(C(=O)NCc2ccccc2)sc2nc(N3CCOCC3)c3c(c12)CCCC3	23	0.3
OCCNc1nc(N2CCCCC2)nc2ccccc12	5	-1.6
COc1ccc(CNC(=O)CCSCc2cccc(F)c2)cc1	13	-1.5
CC/C(=C1/C(=O)CC(C)(C)C(C(=O)OC)C1=O)N1CCCC1 (stereo unspecified)	20	-0.5
CCOC(=O)COC(=O)c1ccc(Oc2cc(C)nc(SC)n2)cc1	17	-2.5
O=C(N=Nc1c(O)[nH]c2ccccc12)c1ccco1	113*	2.3
CCc1ccc(-c2nc(SCC(=O)NC3CCCC3)n[nH]2)cc1	20	-1.7
Cc1cccc(C(=O)OC(C)C(=O)NC(=O)NC2CCCCC2)c1O (stereo unspecified)	6	0.2
CC1=CC(c2ccc(Cl)cc2)n2nc(N3C(=O)CCC3=O)nc2N1 (stereo unspecified)	20	-0.7

Grouped by structure, the entries above containing an NH in an aromatic ring (twelve)
SMILES	OX1R antag	STK33 kinase inh
C[C@]12c3[nH]c4cc(-c5ccco5)ccc4c3CCN1C(=O)[C@@H](CC(=O)NCCCn1ccnc1)C[C@@H]2C(=O)N1CCCCC1	2	x
CCCOc1ccc(NC(=O)c2cc3cc(C)ccc3[nH]2)cc1	-1	-0.7
CCC(COC)NC(=O)CCc1nnc(Cc2c[nH]c3ccccc23)o1 (stereo unspecified)	11	-1.7
CN1CCN(S(=O)(=O)c2ccc(=O)[nH]c2)CC1	0	-2.0
CC(C)(Cc1nc2ccccc2[nH]1)C(=O)O	5	-3.0
CCOC(=O)c1[nH]c(=O)[nH]c1CNc1ccccc1C#N	2	-1.6
COc1ccc2[nH]c3c(c2c1)CCN1C(=O)C(CC(=O)NCc2ccc(OC)c(OC)c2)C[C@H](C(=O)N2CCOCC2)[C@@]31C (stereo partly specified)	3	x
CCCCn1c(N)c(N(C)C(=O)c2ccccc2Oc2ccccc2)c(=O)[nH]c1=O	5	0.2
CCOC(=O)c1[nH]c(C)c(/C(O)=C2\C(=O)C(=O)N(CCCN3CCOCC3)C2c2cccs2)c1C (stereo unspecified)	6	-2.4
COc1ccc(OC)c2[nH]c(=O)c(CCNS(=O)(=O)c3ccc(F)cc3)cc12	12	-0.4
O=C(N=Nc1c(O)[nH]c2ccccc12)c1ccco1	113*	2.3
CCc1ccc(-c2nc(SCC(=O)NC3CCCC3)n[nH]2)cc1	20	-1.7

Additional entries:
SMILES	OX1R antag	STK33 kinase inh
CC(=O)Nc1ccc(C2=CC(=O)C[C@H](c3ccc(Cl)cc3)C2)cc1	0	0.1
COc1ccc(C2=NN(CN3C(=O)C(=O)c4ccccc43)C(c3cccc([N+](=O)[O-])c3)C2)cc1 (stereo unspecified)	7	-0.8
CCN(C(=O)c1cccs1)c1nc(-c2ccc(OC)cc2)cs1	25	-0.8
CCOC(=O)c1cccc(NC(=O)Cn2c(CC(=O)NC)nc3ccccc32)c1	4	-0.8
CCCCC(CC)CNC(=O)C(=O)C1C(=O)Nc2ccccc21 (stereo unspecified)	22	-1.5
CCn1c(P(C)(=O)O)nc2cc(NC(=O)c3ccccc3Cl)ccc21	4	-1.0
CCOc1ccc(-c2nnc(NC(=O)c3ccc(OCC(C)C)c(OC)c3)o2)cc1	5	-0.6
CN(C)CC(O)COc1ccc(C(C)(C)c2ccc(OCC(O)CN(C)C)cc2)cc1 (stereo unspecified)	23	-0.3
O=C(NC(=S)Nc1c(Cl)ccc2nsnc12)c1ccccc1F	20	0.5
O=C(Nc1cccc([N+](=O)[O-])c1)NC1CCCCCCC1	x	1.4
COc1ccc(-c2cc(C(F)(F)F)c3c(=O)n(-c4ccccc4)[nH]c3n2)cc1	18	-1.4
CCOC(=O)N1CCN(C(=O)c2ccc(NC(=O)c3ccc(C)cc3)cc2)CC1	-1	-1.0
c1ccc(-c2nnc(OCCN3CCOCC3)c3ccccc23)cc1	13	-1.0
S=c1[nH]nc(-c2ccccn2)n1/N=C/c1c(Cl)cccc1Cl	3	-0.4
O=C(Nc1cccnc1)c1ccc(Cl)c(Cl)c1	-9	2.2
COc1ccc(-c2cn(CCO)nc2-c2ccc(OC)cc2)cc1	10	-1.1
COc1cc(F)c(C2=CC(=O)C[C@H](c3ccc(Cl)cc3)C2)cc1F	13	-1.0
C/C(CC(=O)Nc1ccc2c(c1)OCCO2)=N\NC(=O)c1cccc(O)c1	5	0.7

Of the compounds above, these have bromine.
SMILES	OX1R antag	STK33 kinase inh
Cc1ccc(/C(O)=C2\C(=O)C(=O)N(C)C2c2ccc(Br)cc2)cc1 (stereo unspecified)	10	-3.3
Cn1ncc(Br)c1C(=O)NC1CCCCCC1	x	-1.2
CCNC(=O)Cc1ccc(Br)cc1	10	0.0
